High-throughput results from PubChem.
D2 antagonist: antagonizes the human D2 dopamine receptor | P14416 | HEK293 TREx D2 cells, calcium flux, dopamine EC80 | inhibition, % at 10 µM | actives 2% (n = 340,000); in the data active means inhibition above about 30%; further: 0% is about no effect
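Dopamine at EC80 is the agonist stimulus; test compounds precede it by 180 s. Calcium flux read kinetically in a force-coupled, inducible HEK293 T-REx D2 cell line.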
TrxR1 substrate: substrates of rat thioredoxin reductase 1. Potency, µM (doses to about 114 µM), without a hit: at the top dose activity change, negative = substrate turnover. purified TrxR1 substrate turnover, NADPH consumption readout. AID 588456. actives 0.01% (n = 390,000); further: potency means the concentration at half of the fitted maximal effect; on the % scale 0 is the no-effect control and ±100 the full control effect; nearly all actives have a fitted effect of over 50% in size
Target sequence (O89049 whole entry, looked up): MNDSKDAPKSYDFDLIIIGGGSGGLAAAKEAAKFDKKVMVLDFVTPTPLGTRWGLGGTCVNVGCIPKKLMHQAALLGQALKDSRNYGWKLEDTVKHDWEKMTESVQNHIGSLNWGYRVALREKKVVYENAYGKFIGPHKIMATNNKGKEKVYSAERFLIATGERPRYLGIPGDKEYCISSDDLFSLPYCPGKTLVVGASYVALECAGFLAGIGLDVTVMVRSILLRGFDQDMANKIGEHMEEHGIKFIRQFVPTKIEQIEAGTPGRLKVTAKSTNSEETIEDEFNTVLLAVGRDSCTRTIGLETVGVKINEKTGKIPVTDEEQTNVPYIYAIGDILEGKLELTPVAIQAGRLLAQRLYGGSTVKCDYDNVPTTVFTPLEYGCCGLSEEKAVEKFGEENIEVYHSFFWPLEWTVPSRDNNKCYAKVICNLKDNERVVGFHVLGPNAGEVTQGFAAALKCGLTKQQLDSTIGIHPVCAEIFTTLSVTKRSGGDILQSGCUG
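Rat TrxR1, dispensed at 90 nM, was prereduced with 400 uM NADPH (final) for 5 min at ~22 deg C, then incubated with compound 15 min before 400 uM selenite. A first-read NADPH fluorescence drop versus no-compound background flagged substrates.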
Pin1 inh: blocks the human prolyl isomerase Pin1; Q13526; Pin1 FP peptide displacement, HiFluor488, 10 min; Potency, µM (titrated, usually from 115 µM), without a hit: at the top dose activity, negative = inhibition, usual class: inhibitors; actives 0.009% (n = 390,000); active means well fitted inhibition curve with a large enough effect in the polarisation, with a control signal flat, not every such curve was filed as active; inconclusive means small, poorly fitted or top-dose-only effect, or effect the other way, or a change in a side signal; inactive means no such curve, though single readings can be large or run the other way; the % refers to the polarisation; further: potency means the concentration at half of the fitted maximal effect; on the % scale 0 is the no-effect control and ±100 the full control effect
Target sequence (Q13526 whole entry, looked up): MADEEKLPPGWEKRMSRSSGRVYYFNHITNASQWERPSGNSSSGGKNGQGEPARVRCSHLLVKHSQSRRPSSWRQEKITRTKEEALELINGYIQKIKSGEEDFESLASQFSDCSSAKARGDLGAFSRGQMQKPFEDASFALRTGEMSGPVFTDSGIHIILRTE
TRHR ag: agonists of human TRH receptor; P34981; TRHR cells, calcium flux fluo-8, FDSS agonist mode; activation, % at 2 µM; actives 0.18% (n = 360,000); AID 493084; in the data active means activation above about 30%; further: 0% is about no effect
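Read-out: compound-evoked intracellular calcium rise in TRHR cells, fluo-8 dye, kinetic FDSS fluorescence at 1 s/cycle following a 10-cycle baseline. Cells cultured overnight before dye loading (30 min–1.5 h, RT).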
mIDH1 inhibitor: human IDH1 R132H inhibition. Potency, µM (highest dose often 76.6 µM), without a hit: at the highest dose activity change, negative = inhibition, usual class: inhibitors. actives 0.093% (n = 390,000). IDH1-R132H enzyme, NADPH consumption, diaphorase/resazurin fluorescence. AID 602179. O75874; further: potency means the concentration at half of the fitted maximal effect; on the % scale 0 is the no-effect control and ±100 the full control effect; nearly all actives have a fitted effect of over 65% in size
Target sequence (O75874 whole entry R132H, stated change not applied): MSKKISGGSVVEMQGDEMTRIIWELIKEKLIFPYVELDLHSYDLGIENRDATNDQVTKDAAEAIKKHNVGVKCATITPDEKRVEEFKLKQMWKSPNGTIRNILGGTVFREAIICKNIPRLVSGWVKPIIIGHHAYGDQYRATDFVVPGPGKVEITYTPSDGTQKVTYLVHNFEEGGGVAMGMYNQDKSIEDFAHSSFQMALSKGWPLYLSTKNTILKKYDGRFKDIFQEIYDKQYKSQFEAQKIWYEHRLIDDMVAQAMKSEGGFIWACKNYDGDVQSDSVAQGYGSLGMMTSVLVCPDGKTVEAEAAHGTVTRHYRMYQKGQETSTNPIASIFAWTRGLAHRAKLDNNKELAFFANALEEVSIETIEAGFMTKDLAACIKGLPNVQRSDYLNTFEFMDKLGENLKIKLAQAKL
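IDH1-R132H (0.5 ug/mL dispensed) in pH 7.5 Tris buffer was preincubated 30 min with compound, then given a substrate mix of 0.016 mM NADPH and 2 mM alpha-KG for 80 min at room temperature; remaining NADPH was read by diaphorase/resazurin fluorescence.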
TrxR1 inh: rat TrxR1 inhibition. O89049. recombinant rTrxR1, NADPH fluorescence consumption, selenite substrate. Potency, µM (top dose mostly 114 µM), for the others: at the highest dose activity change, negative = inhibition, hits mostly inhibitors. actives 1% (n = 390,000); further: potency means the concentration at half of the fitted maximal effect; on the % scale 0 is the no-effect control and ±100 the full control effect; nearly all actives have a fitted effect of over 65% in size
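Rat TrxR1 (90 nM in the dispensed reagent) was pre-reduced with 400 uM NADPH for 5 min at room temperature, then incubated with compound for 15 min. After 400 uM selenite was added, NADPH fluorescence (Ex 340/Em 450 nm) was followed for 8 min.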
USP1-UAF1 inh: inhibitors of human USP1/UAF1 deubiquitinase | recombinant USP1/UAF1, Ub-Rhodamine cleavage fluorescence | Potency, µM (series often up to 57.1 µM), for the others: at the highest dose activity change, negative = inhibition, hits mostly inhibitors | actives 0.23% (n = 390,000); further: potency means the concentration at half of the fitted maximal effect; on the % scale 0 is the no-effect control and ±100 the full control effect; nearly all actives have a fitted effect of over 60% in size; inactives centre near -12
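USP1/UAF1 complex at 1 nM was preincubated with compound for 15 min at room temperature, then Ub-Rho substrate (150nM final) was added. Fluorescence (480/540 nm) was read kinetically, 6 reads every 60 seconds.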
TRHR enhancer: TRH receptor (human) allosteric enhancement; actives 0.66% (n = 360,000); AID 493056; TRHR cells, fluo-8 calcium fluorescence, EC20 TRH enhancement; enhancement, % at 2 µM; in the data active means enhancement above about 30%; further: 0% is about no effect
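Enhancer read-out: after compound pinning and an initial kinetic agonist-mode read, an EC20 of TRH (10 nM final) was injected and fluo-8 calcium signal (Ex 480/Em 530) followed at 1 s/cycle for 100 cycles in TRHR-expressing cells.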
D2 agonist: agonists of human D2 dopamine receptor; AID 485358; P14416; activation, % at 2 µM; HEK293 T-REx D2 cells, calcium flux agonist mode; actives 0.53% (n = 340,000);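 active means activation over 3 SD above normal in the single-dose calcium agonist read, cut at about 30% in these data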; further: 0% is about no effect
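Tetracycline-induced HEK293 T-REx cells with force-coupled D2 receptor, plated overnight at 30 C, loaded with no-wash calcium dye. After a 10 s baseline, compound was pin-added and calcium flux read kinetically for 180 s; calcium rises flagged agonists.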
An asterisk follows results filed as active; ? = inconclusive; · = no result given; & = joins results of further samples; [ ] = another dose, or the depositor's remark. Unless noted, the call rests on the fitted dose curve; in most records, active means well fitted inhibition curve with a large enough effect; inconclusive means small, poorly fitted or top-dose-only effect; inactive means no such curve, though single readings can be large or run the other way.

SMILES	D2 antagonist	TrxR1 substrate	Pin1 inh	TRHR ag	mIDH1 inhibitor	TrxR1 inh	USP1-UAF1 inh	TRHR enhancer	D2 agonist
CCCCN(C(=O)CSCC(=O)Nc1ccc(OC)cc1)c1c(N)n(CC(C)C)c(=O)[nH]c1=O	·	-4%	-8%	·	4%	2%	-17%	·	·
Oc1[nH]c2ccccc2c1N=Nc1nncc2ccccc12	-9	-4%	1%	-0.6	-4%	-3%	-19%	-5	0.1
CC1(C)NC(=O)N(CC(=O)N2CCN(c3cccc(Cl)c3)CC2)C1=O	4	10%	2%	0.6	3%	37%	-22%	1	0.1
Cc1ccc2c(CN3CCCCC3)cc(=O)oc2c1C	0	-2%	2%	-1.2	-5%	0%	-12%	-12	0.1
COc1ccc(N/C=C2\CCOC2=O)cc1	-4	-3%[57.1 µM]	-5%	-0.1	7%	-18%[57.1 µM]	-11%	2	-0.4
O=C(Nc1c(C(=O)O)[nH]c2ccccc12)c1cccc(C(F)(F)F)c1	0	-5%	-4%	-0.8	28%	43%[0.0914 µM]	-16%	16	-0.1
CCCCc1nc2cc(Cl)ccc2o1	-9	-3%	5%	-0.6	-9%	4%	-8%	11	-1.6
O=C(NCc1cccc(Cl)c1)NC(=O)c1csc([N+](=O)[O-])c1	0	4%	4%	0.2	-2%	24%	-11%	4	0.4
CSc1sc(C(=O)N2CCc3ccccc32)cc1S(=O)(=O)C(C)C	-2	-3%	1%	-1.4	7%	-25%	-9%	2	0.5
CCN(CC)C(=O)c1ccc2c(c1)N(Cc1c(F)cccc1Cl)C(=O)c1ccccc1S2	·	1%	23%	1.8	32µM*	25%	-33%	-13	0.7
FC(F)Oc1ccc(NC(=S)NCc2ccccc2)cc1	6	-4%	8%	-0.1	2%	1%[57.1 µM]	-5%	-3	-1.2
CCOC(=O)[C@@H]1[C@H]2COc3ccc(Br)cc3[C@H]2N2C(=O)N(c3ccc(C)cc3)C(=O)[C@@]12C	·	4%	36%[activator]	·	-9%	21%	-26%	·	·
Cn1c(=O)c2c(ncn2CC(=O)OCC(=O)Nc2cc(Cl)ccc2Cl)n(C)c1=O	·	-4%	-2%	0.5	2%	-8%	-1%	8	·
CCOc1ccc2nc(NC(=O)CSc3nnnn3C3CCCCC3)sc2c1	-7	11%	?	0.2	7%	3%	?	-6	0.2
Clc1ccc(CSc2nnc(-c3ccc4c(c3)OCO4)o2)cc1	·	8%[57.1 µM]	-4%	1.1	-1%	14%[57.1 µM]	-17%	-2	·
O=C(CN1CCN(CC(=O)c2ccccc2)CC1)c1ccccc1	·	-10%[2.29 µM]	-2%	·	-3%	-45%[57.1 µM]	7%	·	·
CCOc1ccc(S(=O)(=O)N(C)C)cc1-c1nc2c(C(C)(C)C)nn(C)c2c(=O)[nH]1	-8	23%	0%	0.2	3%	10%	7%	5	-0.5
COc1ccc(OC)c(Nc2nc(-c3ccccc3O)nc3ccccc23)c1	9	6%[57.1 µM]	5%	0.4	3%	18%[57.1 µM]	-3%	2	1.0
Cc1cccc(/C=C2\CS/C(=C\c3cccc(C)c3)C2=O)c1	3	8%[57.1 µM]	?	0.8	-2%	?	-23%	0	-0.5
O=S(=O)(NCc1csc(-c2ccccc2)n1)c1ccc(Cl)s1	-15	-6%[57.1 µM]	4%	-1.4	15%	-3%[57.1 µM]	-15%	20	-0.1
COc1ccc(-n2cnnc2SCC(=O)NCc2cccs2)cc1	1	-10%	-4%	0.7	0%	-7%	-13%	10	0.7
Cc1ccc(OCC(O)Cn2nc(C)cc2C)cc1 (stereo not drawn)	-5	6%	0%	-1.0	-2%	19%	-10%	1	0.1
CCOc1ncccc1C(=O)OCC(=O)c1ccc[nH]1	-15	-16%	3%	0.2	6%	-23%	-21%	1	0.0
Cn1c(=O)n(C)c2cc(/C=C3/NC(=O)N(Cc4ccccc4)C3=O)ccc21	-1	18%	-2%	-0.7	-10%	8%	-16%	5	-0.7
COc1ccc(OC)c(S(=O)(=O)NC2CC(=O)N(c3cccc(F)c3)C2)c1 (stereo not drawn)	-31	-3%[57.1 µM]	-4%	0.2	-9%	-7%[57.1 µM]	-9%	-2	-0.3

Compound profiles (already shown):
COc1ccc(N/C=C2\CCOC2=O)cc1 is listed with D2 antagonist: -4; TrxR1 substrate: -3%[57.1 µM]; Pin1 inh: -5%; TRHR ag: -0.1; mIDH1 inhibitor: 7%; TrxR1 inh: -18%[57.1 µM]; USP1-UAF1 inh: -11%; TRHR enhancer: 2; D2 agonist: -0.4
FC(F)Oc1ccc(NC(=S)NCc2ccccc2)cc1 is listed with D2 antagonist: 6; TrxR1 substrate: -4%; Pin1 inh: 8%; TRHR ag: -0.1; mIDH1 inhibitor: 2%; TrxR1 inh: 1%[57.1 µM]; USP1-UAF1 inh: -5%; TRHR enhancer: -3; D2 agonist: -1.2
CSc1sc(C(=O)N2CCc3ccccc32)cc1S(=O)(=O)C(C)C is listed with D2 antagonist: -2; TrxR1 substrate: -3%; Pin1 inh: 1%; TRHR ag: -1.4; mIDH1 inhibitor: 7%; TrxR1 inh: -25%; USP1-UAF1 inh: -9%; TRHR enhancer: 2; D2 agonist: 0.5

Further compounds follow:
SMILES	D2 antagonist	TrxR1 substrate	Pin1 inh	TRHR ag	mIDH1 inhibitor	TrxR1 inh	USP1-UAF1 inh	TRHR enhancer	D2 agonist
CCCCN(C(=O)CSc1cc(C)c2ccc(OC)cc2n1)c1c(N)n(Cc2ccccc2)c(=O)[nH]c1=O	9	0%	25%	-0.5	-10%	4%	-23%	1	-1.0
Cn1c(SCC(=O)NNC(=O)c2ccccc2O)nnc1-c1ccccc1	·	5%	-5%	0.5	-1%	17%	-2%	6	·
Cc1cccc2[nH]c(CN(C)Cc3nc(CC4CC4)no3)nc12	-27	1%	5%	0.2	1%	13%	-10%	6	0.5
O=C(Nc1cccc(OC(=O)c2ccc(Br)o2)c1)c1ccccc1	-1	-9%	-5%	0.3	-9%	2%	-12%	6	0.5
COc1ccc(NC(=O)C2=CC=CN3CCS(=O)(=O)N=C23)c(OC)c1	·	-11%	2%	·	-2%	-15%	-8%	·	·
COc1ccc(OCC(=O)NCC(c2ccc(OC)cc2)N2CCCCC2)cc1 (stereo not drawn)	16	5%&-12%	-7%&-18%	-0.8&0.0	-9%&0%	21%&-18%	?	-8&-8	-0.1&-0.1
CCC(=O)Nc1ccc(C(=O)NNC(=O)c2cc(OC)c(OC)c(OC)c2)cc1	20	-1%[57.1 µM]	-4%	1.0	1%	7%[57.1 µM]	-1%	-5	0.6
CC(=O)Nc1ccc(NC(=O)c2cc(-c3ccc(C)cc3O)n[nH]2)cc1	4	4%	7%	-0.5	0%	5%	-18%	4	0.3
COc1ccc(NC(=O)CN2C(=O)COc3ccc(S(=O)(=O)Nc4ccccc4)cc32)cc1	·	-7%	4%	-0.3	-4%	16%	-30%	-8	-0.8
COc1ccc2ccccc2c1/C=N/NC(=O)c1ccc(C)nc1	-55	-7%	-1%	-0.8	7%	3%	-12%	5	0.6
Cc1ccc(NC(=O)C2C3CCCC2C3c2ccccc2)cc1C (stereo not drawn)	-11	-6%	-4%	-0.6	2%	-5%	4%	-3	0.2
O=C(NCC1CCCO1)C1CCN(C(=O)c2ccc(Br)cc2)CC1 (stereo not drawn)	-17	-4%	?	0.3	5%	-13%	-9%	2	0.8
CNc1nc(C)cc(C)c1S(=O)(=O)c1ccc(C)cc1	·	7%[57.1 µM]	6%	·	1%	19%[57.1 µM]	-13%	·	·
C/C=C/c1ccc(OC(C)=O)c(OC)c1	2	1%	?	-0.6	1%[38.3 µM]	2%	-12%	2	-0.1
COc1ccccc1NC(=S)N(C(C)C)C(C)c1ccccn1 (stereo not drawn)	-7	1%[57.1 µM]	5%	0.1	1%	13%[57.1 µM]	-17%	1	0.2
CC(Oc1ccc2c3c(c(=O)oc2c1)CCC3)C(=O)NCC1CCC(C(=O)O)CC1 (stereo not drawn)	-24	40%[activator]	-8%	0.4	-8%	-3%	-17%	4	-0.2
CCS(=O)(=O)N1CCc2cc(C(=O)Nc3cccc(Cl)c3C)ccc21	·	-5%	-2%	-0.3	0%	15%	-12%	1	6.1
COc1nc(Cc2ccc(Cl)cc2)nc2ccccc12	1	-15%	0%	0.4	-2%	-15%	-22%	-2	0.9
OCCN1CCN(CC/C=C2/c3ccccc3Sc3ccc(C(F)(F)F)cc32)CC1	83*	-9%[57.1 µM]	-5%	-1.1	20%	-7%[57.1 µM]	-30%	2	1.8
Cc1cc(F)ccc1NC(=O)CCSc1nc(-c2ccco2)cc(C(F)(F)F)n1	·	2%	8%	0.9	3%	3%	8%	-2	0.5
CCCOc1ccc(/C=N/O)cc1	17	1%	-3%	0.4	2%	?	2%	-8	0.3
CCOc1ccccc1NC(=O)c1ccc(C(=O)Nc2ccccc2OCC)cc1	·	-1%	-5%	-1.7	-10%	-16%	-17%	7	·
CCC(=O)NCC(c1cccs1)N1CCOCC1 (stereo not drawn)	16	7%	-12%	0.6	0%	18%	4%	0	-0.7
O=C(Nc1cccn2ncnc12)c1ccc(Cl)cc1Cl	-1	1%	-5%	-0.7	2%	-5%	-11%	-2	-0.3
COc1ccc(NC(=O)CN(C)C(=O)CCCN2C(=O)c3cccc4cccc(c34)C2=O)cc1	1	5%	5%	-0.4	-3%	17%	1%	28	-0.2

A few values from the list:
Cc1cc(F)ccc1NC(=O)CCSc1nc(-c2ccco2)cc(C(F)(F)F)n1 @ TrxR1 inh: 3%
COc1nc(Cc2ccc(Cl)cc2)nc2ccccc12 @ mIDH1 inhibitor: -2%
CCC(=O)NCC(c1cccs1)N1CCOCC1 (stereo not drawn) @ D2 agonist: -0.7

Only part of the results is shown; count on the stated rates, not on these rows.
